Fam108B inh = blocks mouse Fam108B hydrolase in RBBP9 counter-screen; recombinant Fam108B, FP-Rh probe fluorescence polarization; inhibition, % at 9.51 µM; 300,000 compounds, 0.33% hits;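 active means inhibition above the screen mean inhibition plus 3 SD, computed separately per campaign, cut at about 18% in these data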;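 further: inhibitors lower polarization as less probe binds the enzyme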
GSTO1 inh = counter-screen for RBBP9 inhibitors: inhibitors of human GSTO1 | P78417 | recombinant GSTO1, activity-based probe fluorescence polarization | inhibition, % at 5.96 µM | 300,000 compounds, 1.1% hits;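 active means inhibition above the campaign mean inhibition plus 3 SD, cut at about 35% in these data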;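 further: 0% = GSTO1-1 with DMSO and 100% = wells lacking GSTO1-1 enzyme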
BCLXL inh = Bcl-xL (human) inhibition; Q07817; GST-Bcl-xL / FITC-Bim BH3 peptide fluorescence polarization; inhibition, % at 10.9 µM; 320,000 compounds, 0.7% hits;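 active means inhibition above the mean of all tested compounds plus 3 SD, cutoff set per campaign, cut at about 30% in these data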;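 further: 0% = DMSO wells and 100% = unlabeled Bim-BH3 peptide competitor; inhibitors lower millipolarization by displacing the labeled peptide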
Target sequence (Q07817 whole entry, looked up): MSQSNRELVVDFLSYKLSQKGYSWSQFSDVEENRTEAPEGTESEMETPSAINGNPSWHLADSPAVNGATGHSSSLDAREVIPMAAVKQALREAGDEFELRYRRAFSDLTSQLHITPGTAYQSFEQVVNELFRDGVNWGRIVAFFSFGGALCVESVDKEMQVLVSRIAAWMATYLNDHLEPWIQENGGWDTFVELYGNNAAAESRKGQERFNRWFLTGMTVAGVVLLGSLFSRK
GLD-1 TGE inh = GLD-1-TGE RNA interaction inhibition (C. elegans) | 320,000 compounds, 0.44% hits | AID 2280 | purified GLD-1 + fluorescein TGE RNA, fluorescence polarization | Q17339 | inhibition, % at 5.96 µM;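 active means percent inhibition above a per-plate cutoff, the plate mean of test compounds plus 3 SD, cut at about 30% in these data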;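 further: 0% = DMSO wells with GLD-1 and probe and 100% = wells lacking GLD-1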
Target sequence (Q17339 whole entry, looked up): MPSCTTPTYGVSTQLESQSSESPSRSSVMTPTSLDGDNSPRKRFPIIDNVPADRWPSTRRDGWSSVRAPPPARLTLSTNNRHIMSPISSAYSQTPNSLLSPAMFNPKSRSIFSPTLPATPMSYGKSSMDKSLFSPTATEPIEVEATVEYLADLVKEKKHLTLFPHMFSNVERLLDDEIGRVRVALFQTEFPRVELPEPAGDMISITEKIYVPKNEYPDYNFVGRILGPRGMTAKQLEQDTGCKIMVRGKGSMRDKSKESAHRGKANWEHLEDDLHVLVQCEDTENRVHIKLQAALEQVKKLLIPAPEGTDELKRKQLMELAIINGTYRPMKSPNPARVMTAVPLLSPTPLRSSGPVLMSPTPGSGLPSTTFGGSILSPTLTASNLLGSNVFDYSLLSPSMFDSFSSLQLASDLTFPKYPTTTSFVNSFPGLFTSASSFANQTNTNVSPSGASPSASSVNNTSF
MCL1 BIM primary = inhibitors of human MCL1 binding to BIM-BH3 peptide | Q07820 | inhibition, % at 10.9 µM | GST-MCL1 / FITC-Bim-BH3 fluorescence polarization | 320,000 compounds, 0.68% hits;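 active means inhibition above the mean inhibition of all tested compounds plus 3 SD, set per campaign, cut at about 40% in these data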;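 further: 0% = DMSO wells and 100% = unlabeled Bim-BH3 peptide control; higher means more loss of mP so more displacement of Bim peptide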
PME-1 inh = blocks human protein phosphatase methylesterase 1; Q9Y570; recombinant PME-1, FP-Rh probe fluorescence polarization; inhibition, % at 5.9 µM; 320,000 compounds, 0.53% hits;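 active means inhibition above the campaign mean of all compounds plus 3 SD, cut at about 26% in these data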;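 further: competitive labeling of PME-1 active site by serine hydrolase directed probe; 0% = PME-1 with DMSO and 100% = wells lacking PME-1 enzyme; inhibitors block probe labeling so polarization falls and inhibition rises; many of its hits are not listed in these tables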
Target sequence (Q9Y570 whole entry, looked up): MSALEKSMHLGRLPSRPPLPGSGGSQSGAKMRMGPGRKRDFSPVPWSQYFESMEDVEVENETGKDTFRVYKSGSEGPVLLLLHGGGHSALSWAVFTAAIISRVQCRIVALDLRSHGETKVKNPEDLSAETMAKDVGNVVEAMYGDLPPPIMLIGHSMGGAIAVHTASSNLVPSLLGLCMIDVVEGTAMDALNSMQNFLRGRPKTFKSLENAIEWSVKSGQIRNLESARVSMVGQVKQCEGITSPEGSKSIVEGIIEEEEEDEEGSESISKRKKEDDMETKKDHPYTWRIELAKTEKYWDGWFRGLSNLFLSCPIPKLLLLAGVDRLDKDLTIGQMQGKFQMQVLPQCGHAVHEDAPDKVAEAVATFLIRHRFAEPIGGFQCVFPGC
TPT1 inhibitor = blocks Candida albicans tRNA 2'-phosphotransferase. recombinant caTPT1, FP RNA substrate dephosphorylation. inhibition, % at 5 µM. 300,000 compounds, 0.81% hits;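 active means inhibition above the mean of all tested compounds plus 3 SD, set per screening campaign, cut at about 24% in these data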;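 further: plate controls were DMSO alone for no effect and ferristatin control at 100 nM for full effect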
PAD4 inh = blocks human protein arginine deiminase 4; inhibition, % at 6.36 µM; 330,000 compounds, 0.41% hits; recombinant PAD4, RCA probe fluorescence polarization;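 active means percent inhibition above a cutoff equal to the mean of all tested compounds plus 3 SD, cut at about 15% in these data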;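 further: 0% = PAD4 with RCA probe and DMSO and 100% = probe without PAD4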
MEX-5 binding = C. elegans MEX-5 TCR-2 RNA binding activity; MEX-5/FITC-TCR2 RNA binding, fluorescence polarization; hits give low values; 300,000 compounds, 0.38% hits; activity score (negative = inhibition of binding), % at 10 µM; Q9XUB2;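 active means inhibition past about -25% in most replicates, and total fluorescence under double the plate's negative control median, limit read from the data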;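 further: 0% = DMSO and -100% = 5 µM competing unlabeled TCR2 RNA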
* = called active by the depositor; . = no result given. A portion of the library; the hit share may differ from the screen's.

SMILES	Fam108B inh	GSTO1 inh	BCLXL inh	GLD-1 TGE inh	MCL1 BIM primary	PME-1 inh	TPT1 inhibitor	PAD4 inh	MEX-5 binding
COC(=O)C(C)Oc1ccc(Cc2ncc(C(F)(F)F)cc2Cl)cc1 (stereo not drawn)	-3	-6	0	1	2	-2	-2	2	0.5
Clc1ccc(-c2nnc(-c3ccccc3)c(-c3c[nH]c4ccccc34)n2)cc1	-5	-1	3	-4	-2	-10	2	-2	-1.0
CCCCC(=O)NNC(=S)NC(=O)c1ccc(C)cc1	-2	-6	10	5	8	-8	-2	0	0.3
CCCCNC(=O)CSc1nc2ccc(C)cc2[nH]1	-4	3	1	-1	-2	4	0	-2	0.2
O=C1c2ccccc2C(Nc2ccc(Cl)cn2)N1Cc1ccccc1 (stereo not drawn)	1	-1	1	6	8	0	0	-4	-2.5
COc1cc(C(=O)OCC(=O)c2c(N)n(C)c(=O)n(C)c2=O)ccc1OCCC(C)C	0	2	0	-3	-5	0	-1	-2	2.7
O=S(=O)(N/N=C/c1ccc(OC2CSC2)cc1)c1ccccc1	-1	0	4	-9	-1	0	1	-4	-0.6
CCOC(=O)N1N=C(c2ccccc2)CC1(O)C(C)(F)F (stereo not drawn)	4	34	5	-1	-1	6	-4	-1	0.1
CCCn1c(N)cc(=O)n(CCC)c1=O	5	5	4	5	-3	0	1	0	1.1
Cc1ccc(S(=O)(=O)N(C)C)cc1NC(=O)CCNC(=O)c1ccccc1Cl	5	2	-6	9	-6	1	0	-2	.
Cn1cccc1Cc1nnc(SCC(=O)Nc2ccccc2F)n1CCc1ccccc1	-4	3	-4	-3	-2	1	-1	-2	-0.5
CCS(=O)(=O)Nc1ccc(C2=NN(S(=O)(=O)CC)C(c3cccs3)C2)cc1 (stereo not drawn)	-4	-3	1	2	-6	-5	2	-1	5.7
CCc1ccc(N(CC(=O)NC2CCCCC2)C(=O)CNC(=O)c2ccco2)cc1	3	-1	-3	2	0	6	1	-2	0.6
Cn1nnnc1SCC(=O)N(C1CCCCC1)C1CCS(=O)(=O)C1 (stereo not drawn)	0	-8	5	9	3	-1	-6	-6	0.9
CC(C)n1c(NCc2ccc(Cl)cc2)nc2ccccc21	0	9	0	2	-1	3	-3	2	1.5
CC(C)COc1ccc(C(=O)N2C(=O)c3ccc(N)cc3C2=O)cc1	-17	-14	3	9	0	-15	3	-2	0.4
COc1ccc(NC(=O)CCNS(=O)(=O)c2ccc(NC(C)=O)cc2)cc1Cl	-2	8	2	0	3	-1	0	-5	1.2
COc1ccccc1CNC(=O)COC(=O)c1ccc(C)s1	.	.	1	-7	0	5	.	5	.
O=C(O)/C=C/c1cccc(NS(=O)(=O)c2ccccc2)c1	3	-1	4	2	11	1	1	-2	0.2
COc1ccc([N+](=O)[O-])cc1C(=O)NC1CCN(Cc2ccccc2)CC1	2	-1	7	-8	8	2	-6	0	2.2
Cc1cccc(Oc2ccc(Cl)cc2N)c1	2	-4	7	-1	-6	7	4	2	-1.4
CCOC(=O)C1C(=O)NC(c2ccccc2)=NC1c1cccc(Br)c1 (stereo not drawn)	0	-3	3	3	2	5	-1	-4	0.1
Cc1cccc(CN2C(=O)c3ccccc3Sc3ccc(C(=O)O)cc32)c1	0	6	8	-3	9	-5	3	4	2.5
Fc1ccccc1C(c1nnnn1C1CCCC1)N1CCN(Cc2ccccc2)CC1 (stereo not drawn)	-3	-2	4	5	5	-3	-8	3	-1.3
CCCCCCn1cc(C(=O)OCC)c(=O)c2cc(F)c(F)cc21	1	2	3	-4	5	0	-3	1	0.6

Gathered by group, the entries above with a thiophene ring, fused or not.
SMILES	Fam108B inh	GSTO1 inh	BCLXL inh	GLD-1 TGE inh	MCL1 BIM primary	PME-1 inh	TPT1 inhibitor	PAD4 inh	MEX-5 binding
CCS(=O)(=O)Nc1ccc(C2=NN(S(=O)(=O)CC)C(c3cccs3)C2)cc1 (stereo not drawn)	-4	-3	1	2	-6	-5	2	-1	5.7
COc1ccccc1CNC(=O)COC(=O)c1ccc(C)s1	.	.	1	-7	0	5	.	5	.

Later entries.
SMILES	Fam108B inh	GSTO1 inh	BCLXL inh	GLD-1 TGE inh	MCL1 BIM primary	PME-1 inh	TPT1 inhibitor	PAD4 inh	MEX-5 binding
N#CC(CC(=O)c1ccc(F)cc1)c1ccc2c(c1)OCO2 (stereo not drawn)	1	0	-3	10	1	5	1	2	0.4
N/C(=N\OC(=O)c1ccc(Cl)c(Cl)c1)c1cccc(CSc2ccccn2)c1	-14	3	2	5	-2	-1	3	1	0.3
CCCC(=O)N1CC(=O)Nc2ccc(Br)cc2C1c1ccc(F)cc1 (stereo not drawn)	3	-2	5	5	7	0	-2	-2	1.0
Cc1ccc(S(=O)(=O)N2CCc3ccccc3C2CC(=O)O)cc1 (stereo not drawn)	-3	-2	3	-1	10	1	-5	-3	0.8
COc1cc(/C=C/C(=O)N2CCN(CC(O)COc3ccccc3)CC2)cc(OC)c1OC (stereo not drawn)	-4	0	8	0	3	2	1	3	2.4
COc1ccc(CC(=O)Nc2cc(=O)n(C)c(=O)n2C)cc1OC	4	3	2	2	1	4	0	2	-0.4
CC1(C)CC(=O)C(C=NCC2CCN(C(=O)Cc3ccccc3)CC2)=C(O)C1	-5	2	4	4	1	1	-2	6	0.6
CC1CCCN(S(=O)(=O)c2ccc(C(=O)Nc3nnc(C4CC4)o3)cc2)C1 (stereo not drawn)	-3	12	-2	7	7	2	-10	0	3.9
COc1ccc(-c2nc(C#N)c(NCc3ccccc3Cl)o2)cc1	4	-5	2	8	0	7	0	2	1.3
COCCn1c(NC(=S)NC(=O)C23CC4CC(CC(C4)C2)C3)cc(=O)[nH]c1=O	-2	23	9	8	8	-5	-2	-1	-1.5
Cn1c(=O)c2cc(S(=O)(=O)NC(Cc3ccccc3)C(=O)NCC3CCCO3)ccc2n(C)c1=O (stereo not drawn)	2	3	3	-4	2	5	3	-2	-0.2
COCCN1C(=O)c2ccccc2C(C(=O)N2CCN(c3ccccc3)CC2)C1c1ccc(F)cc1 (stereo not drawn)	3	2	-2	0	7	2	-4	3	2.1
CN(C)CCN(Cc1cccs1)S(=O)(=O)c1csc(C(N)=O)c1	-1	10	0	2	-5	-7	5	-5	3.0
O=C(CSc1nnc(-c2ccco2)o1)NC1CCCCC1	-1	1	1	4	5	1	-2	2	-0.5
CCN(CC)c1ccc(/C=N/N2CCN(Cc3ccccc3Cl)CC2)c(O)c1	4	9	2	-1	-1	11	-2	-1	0.4
CCOc1ccc(N(CC(=O)Nc2ccc(F)c(F)c2)S(=O)(=O)c2c(C)noc2C)cc1	4	24	11	1	2	-4	-9	4	-1.9
COc1ccc(CCNC(=O)C2CCN(S(=O)(=O)N3CCC4(CC3)OCCO4)CC2)cc1OC	3	2	-1	8	4	4	-2	1	0.9
Cc1cc(O)c2c(c1)C(O)(C1OC(CO)C(O)C(O)C1O)c1cccc(O)c1C2=O (stereo not drawn)	0	7	5	5	5	-2	-5	2	-2.2
Cc1ccccc1C(=O)NNC(=S)NC(=O)c1cccs1	6	2	9	1	9	2	1	1	-1.4
Cc1nc2ccccc2c(N)c1C(=O)/C=C/c1ccccc1	-1	3	-1	11	0	-6	3	-8	-3.6
Cc1ccc2nc3c(nc2c1C)C(O)=C3O	-1	2	10	16	-1	4	2	-1	-1.7
S=C1NCN(Cc2ccco2)CN1CCc1ccccc1	-1	-8	-5	-2	0	4	1	1	.
Cc1ccccc1C(=O)NC(=S)NC1CCSC1=O (stereo not drawn)	1	4	2	-1	7	-3	-1	-1	0.8
CCOC(=O)C1CCN(C(=O)C2CCCN(S(=O)(=O)c3ccc(OCC)c(Cl)c3)C2)CC1 (stereo not drawn)	2	17	3	-3	0	6	-1	1	-1.1
COc1ccc(CN2C(=O)c3ccccc3C2C(=O)NCc2cccnc2)c(OC)c1 (stereo not drawn)	-3	3	0	4	1	-3	1	-4	2.6

Complete entries, looked up by structure. Values in the order: Fam108B inh | GSTO1 inh | BCLXL inh | GLD-1 TGE inh | MCL1 BIM primary | PME-1 inh | TPT1 inhibitor | PAD4 inh | MEX-5 binding
Listed for CC1(C)CC(=O)C(C=NCC2CCN(C(=O)Cc3ccccc3)CC2)=C(O)C1 = -5 | 2 | 4 | 4 | 1 | 1 | -2 | 6 | 0.6
Listed for CC1CCCN(S(=O)(=O)c2ccc(C(=O)Nc3nnc(C4CC4)o3)cc2)C1 (stereo not drawn) = -3 | 12 | -2 | 7 | 7 | 2 | -10 | 0 | 3.9

The listing continues:
SMILES	Fam108B inh	GSTO1 inh	BCLXL inh	GLD-1 TGE inh	MCL1 BIM primary	PME-1 inh	TPT1 inhibitor	PAD4 inh	MEX-5 binding
O=S(=O)(NCc1nc(-c2ccccc2)no1)c1ccc(F)cc1	-2	2	3	3	0	-1	1	-1	2.2
NC(=O)NC(=O)C[n+]1cccc(/C=N/O)c1	5	-1	3	0	14	2	-5	-2	-3.4
Cc1cccc(-c2noc(CNC(=O)Nc3ccc(F)cc3)n2)c1	-2	3	5	-2	2	-1	2	3	-0.8
Cc1cc(Nc2ccccc2)cc(=O)n1C	5	-3	8	-1	-2	6	-5	0	-2.0
COc1ccc(CNCC(C)NCc2ccc(OC)c(OC)c2)cc1OC (stereo not drawn)	-3	-2	2	0	2	-1	1	-1	1.1
COc1ccc(C(OC(=O)c2ccco2)C(=O)NCc2ccco2)cc1 (stereo not drawn)	0	4	2	4	-1	-3	2	2	-1.2
CCCn1c(N)c(N(CCOC)C(=O)c2cc(-c3ccco3)nc3ccccc23)c(=O)[nH]c1=O	2	0	4	7	9	4	-1	-1	-5.8
Oc1cccc(/C=N/Nc2ccc(Cl)nn2)c1	5	-2	5	-2	5	1	4	-7	0.5
CCN(C1CCCCC1)S(=O)(=O)c1c(C)n(C)c(=O)n(C)c1=O	-1	4	3	6	0	2	-6	4	0.3
COc1cc(C)ccc1OCCCCN1CC(C)OC(C)C1 (stereo not drawn)	-1	1	8	5	5	4	-2	-1	0.8
N#Cc1cnc(NN)nc1	-8	15	-6	-5	-13	0	1	-3	-1.3
NC(=O)CC(NC(=O)c1ccccc1)c1ccc(N2CCC(Br)CC2)c([N+](=O)[O-])c1 (stereo not drawn)	7	1	5	-1	4	-5	-1	2	2.0

Part of the list above, reformatted.
Every second line gives: Fam108B inh	GSTO1 inh	BCLXL inh	GLD-1 TGE inh	MCL1 BIM primary	PME-1 inh	TPT1 inhibitor	PAD4 inh	MEX-5 binding
- Cc1cccc(-c2noc(CNC(=O)Nc3ccc(F)cc3)n2)c1
    -2	3	5	-2	2	-1	2	3	-0.8
- Cc1cc(Nc2ccccc2)cc(=O)n1C
    5	-3	8	-1	-2	6	-5	0	-2.0
- COc1ccc(CNCC(C)NCc2ccc(OC)c(OC)c2)cc1OC (stereo not drawn)
    -3	-2	2	0	2	-1	1	-1	1.1
- COc1ccc(C(OC(=O)c2ccco2)C(=O)NCc2ccco2)cc1 (stereo not drawn)
    0	4	2	4	-1	-3	2	2	-1.2
- CCCn1c(N)c(N(CCOC)C(=O)c2cc(-c3ccco3)nc3ccccc23)c(=O)[nH]c1=O
    2	0	4	7	9	4	-1	-1	-5.8

Source: PubChem BioAssay (several laboratories)
